Assay outcomes (PubChem)
12-hLO inh: 12-hLO (ALOX12) enzyme inhibition. P18054. purified 12-hLO, xylenol orange hydroperoxide absorbance. AID 1452. Potency, µM (doses to about 57.1 µM), without a hit: top-dose activity change, negative = inhibition, actives largely listed as inhibitors. 150,000 compounds, 0.12% hits; also: potency is read from the fitted curve at half-maximal effect; nearly all actives have a fitted effect of over 55% in size; many of its hits are not listed in these tables
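Hydroperoxide output read as Fe(III)-xylenol orange absorbance, 573-to-405 nm ratio, after 30 min reaction with 40 uM arachidonic acid. Enzyme: 150 nM purified human 12hLO, 15 min compound preincubation; 25 mM Hepes pH 7.0, room temperature.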
ALOX15B inhib: inhibitors of human 15-lipoxygenase 2 (ALOX15B) | purified 15hLO-2, xylenol orange hydroperoxide absorbance | Potency, µM (doses to about 57.1 µM), without a hit: top-dose activity change, negative = inhibition, usual class: inhibitors | 110,000 compounds, 0.56% hits; also: potency is read from the fitted curve at half-maximal effect; nearly all actives have a fitted effect of over 60% in size; many of its hits are not listed in these tables
Target sequence (O15296 whole entry, looked up): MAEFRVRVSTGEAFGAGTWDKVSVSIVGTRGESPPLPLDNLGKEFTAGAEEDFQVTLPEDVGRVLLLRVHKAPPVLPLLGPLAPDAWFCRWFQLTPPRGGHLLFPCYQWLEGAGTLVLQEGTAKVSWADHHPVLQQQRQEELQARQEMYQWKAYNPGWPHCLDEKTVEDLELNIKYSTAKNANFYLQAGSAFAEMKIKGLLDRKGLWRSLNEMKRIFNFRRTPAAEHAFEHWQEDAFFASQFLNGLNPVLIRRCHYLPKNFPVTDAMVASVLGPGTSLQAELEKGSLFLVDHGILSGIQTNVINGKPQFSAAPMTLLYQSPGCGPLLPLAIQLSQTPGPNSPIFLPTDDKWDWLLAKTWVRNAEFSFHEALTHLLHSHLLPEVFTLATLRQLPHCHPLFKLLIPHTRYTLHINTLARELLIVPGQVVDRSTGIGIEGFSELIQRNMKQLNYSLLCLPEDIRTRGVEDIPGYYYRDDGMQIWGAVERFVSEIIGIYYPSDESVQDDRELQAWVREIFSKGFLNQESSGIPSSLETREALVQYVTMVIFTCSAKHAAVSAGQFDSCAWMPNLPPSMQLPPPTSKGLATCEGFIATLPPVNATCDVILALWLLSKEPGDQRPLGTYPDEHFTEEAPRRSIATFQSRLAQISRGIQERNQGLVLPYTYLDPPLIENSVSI
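Read-out: hydroperoxide product oxidises ferrous iron, measured as xylenol orange complex via the 573-to-405 nm absorbance ratio after 30 min. Reaction: 50 nM enzyme, 15 min compound preincubation, 45 uM arachidonic acid, 90 min RT, Hepes pH 7.5 with Triton X-100.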
IMPase cell inh: IMPase inhibition in cells | 120,000 tested, under 10 active | CHO-M1 cells, IP1 accumulation, HTRF TR-FRET ratio | P97697 | inhibition (IP1 accumulation), % at 46.1 µM | AID 901; active = well fitted curve in the direction sought with a large enough effect in the signal ratio, not every such curve was filed as active; inconclusive = small, poorly fitted or top-dose-only effect, or a change in a side signal; inactive = no such curve, though single readings can be large or run the other way; the % refers to the signal ratio;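 also: cells stimulated with carbachol in lithium chloride buffer; plate controls were DMSO basal wells for no effect and reference inhibitor wells for full effect; higher means more IMPase inhibition seen as more IP1 and lower FRET ratio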
Target sequence (P97697 whole entry, looked up): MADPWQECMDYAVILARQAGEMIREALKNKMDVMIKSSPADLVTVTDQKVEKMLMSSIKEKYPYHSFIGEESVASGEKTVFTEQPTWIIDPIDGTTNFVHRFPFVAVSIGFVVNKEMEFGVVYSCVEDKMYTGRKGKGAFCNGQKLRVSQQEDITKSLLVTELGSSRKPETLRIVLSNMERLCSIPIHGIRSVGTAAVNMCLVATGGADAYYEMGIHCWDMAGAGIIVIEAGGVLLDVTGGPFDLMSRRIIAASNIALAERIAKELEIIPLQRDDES
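CHO-M1 cells (CHO stably expressing M1 receptor), compound up to 46 uM final, stimulated with carbachol (50 uM as added) in buffer with 50mM LiCl, pH 7.4, 30 min at 37C. Cytosolic IP1 read by TR-FRET; AC50 from Hill fits.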
PNC inhibitor: blocks assembly of the perinucleolar compartment; PC3M PTB-GFP, PNC prevalence imaging, 16 h; stronger effect = lower value; activity change (PNC), negative = inhibition, % at 10 µM; 140,000 compounds, 3.1% hits; AID 2417;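 active = readout at or below -70, meaning at least 70% loss of cells showing the perinucleolar compartment, a nuclear body marking cancer cells; inconclusive = readout between -30 and a set limit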;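 also: plate controls were DMSO wells for no effect and camptothecin positive control wells for full effect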
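Read-out is percentage of cells bearing a perinucleolar compartment, from automated 20x imaging of fixed, Hoechst-stained PC3M PTB-GFP cells. Cells were seeded 4 h, then exposed 16 h to compound (23 nl of library stock) in duplicate plates.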
An asterisk follows results filed as active; ? = inconclusive; nt = not tested or not shown; & = joins results of further samples; [ ] = remark or other dose. Unless noted, calls follow the shape of the dose curve; as a rule, active = well fitted curve in the direction sought with a large enough effect; inconclusive = small, poorly fitted or top-dose-only effect, or another doubt; inactive = no such curve, though single readings can be large; an effect the other way counts as inactive or inconclusive. Unless noted, % is scaled to controls: 0 for no effect and ±100 for the full control effect. These rows are one share of the data, so the mix of outcomes need not match the whole.

Start of the data: the first 4 compounds (preview)
SMILES | 12-hLO inh | ALOX15B inhib | IMPase cell inh | PNC inhibitor
O=C(CSc1nnc(-c2c[nH]c3ccccc23)o1)N(Cc1ccccc1)c1ccc(F)cc1 | 12% | nt | 6 | 18
COC(=O)C1=C(C)N(C)C(C)=C(C(=O)OC)C1c1ccc(C(=O)OC)cc1 | -2% | 2% | ? | 26
N#Cc1c(SCc2ccccc2)sc(C(=O)c2ccccc2)c1N | -2% | -7% | 7 | 7
O=C1CC(c2ccco2)CC(O)=C1C=Nc1cc(Cl)ccc1O (stereo not given) | ? | ? | 11 | -8

The whole of this part, from the first entry:
SMILES | 12-hLO inh | ALOX15B inhib | IMPase cell inh | PNC inhibitor
O=C(CSc1nnc(-c2c[nH]c3ccccc23)o1)N(Cc1ccccc1)c1ccc(F)cc1 | 12% | nt | 6 | 18
COC(=O)C1=C(C)N(C)C(C)=C(C(=O)OC)C1c1ccc(C(=O)OC)cc1 | -2% | 2% | ? | 26
N#Cc1c(SCc2ccccc2)sc(C(=O)c2ccccc2)c1N | -2% | -7% | 7 | 7
O=C1CC(c2ccco2)CC(O)=C1C=Nc1cc(Cl)ccc1O (stereo not given) | ? | ? | 11 | -8
O=C(NC1CC1)c1ccc(CS(=O)(=O)c2c(Cl)cccc2Cl)o1 | 8% | 6% | 3 | ?
NC(=O)[C@H](Cc1cc2ccccc2s1)NC(=O)[C@@H]1CC2(CC(c3cccc(NC(=O)[C@@H]4CCC(=O)N4)c3)=NO2)CN1C(=O)/C=C/c1c(F)cccc1Cl (stereo not given in full) | -7% | -6% | 4 | 4
O=C1NC(NS(=O)(=O)c2ccccc2)(C(F)(F)F)C(=O)N1Cc1cccnc1 (stereo not given) | 1% | -4% | ? | -17
CCN(CC)S(=O)(=O)c1cccc(NC(=O)C(=O)c2c(-c3ccccc3)cc3ccccn23)c1 | -7% | -18% | 2 | 7
COc1ccc2nc(NC(=O)CN(C)S(=O)(=O)c3cccs3)sc2c1 | -6% | 1%[11.4 µM] | -13[1.84 µM] | 21
CCOCCCNS(=O)(=O)c1ccc(NC(=O)N2c3ccccc3Sc3ccccc32)cc1 | ? | ? | 9 | 19
c1csc(C(c2nnnn2C2CCCCC2)N2CCN(c3nc4ccccc4s3)CC2)c1 (stereo not given) | -3% | nt | 2[0.369 µM] | ?
Cc1cc(C(C)(C)C)ccc1OCCN(C)C | -2% | -4% | 2 | ?
Cn1nc(-c2ccc(C(=O)Nc3cccc(Cl)c3)cc2)c2ccccc2c1=O | 6% | -22% | 9 | 25
CCCCNS(=O)(=O)c1ccc2nc(SCC(=O)c3ccc(C#N)cc3)[nH]c2c1 | -29% | -11% | -6 | -30
Cc1cccc(CC(=O)OCn2nnc3ccccc3c2=O)c1 | -1% | -3% | -10 | -27
CCOC(=O)c1ccc(NC(=O)CS(=O)(=O)c2cn(CC)c3ccccc23)cc1 | -4% | -13% | -14 | ?
COC(=O)c1sc(NC(=O)c2cccc([N+](=O)[O-])c2)c(C(N)=O)c1C | -1% | nt | nt | ?
COc1cc(/C=C/C(=O)O)cc(S(=O)(=O)NCCCO)c1OC | -6% | -2% | 5 | 29
COC(=O)c1cn(C(=O)c2ccc(C)c(C)c2)c2ccccc12 | 0% | nt | nt | -19
O=C(NCc1ccc2c(c1)OCO2)c1cccc(F)c1 | -2% | 3% | 0 | 3
O=C(Cn1c(SCC(=O)N2CCCc3ccccc32)nc2ccccc21)N1CCCC1 | 1% | nt | -5 | -100*
O=C(c1cc2c(ccc3ccccc32)oc1=O)N1CCCC1 | -3% | -4% | -7 | -4
COc1cc2c(cc1OC)C1(Nc3c-2c(Cc2ccccc2)nn3-c2ccccc2)C(=O)Nc2ccccc21 (stereo not given) | -15% | -17% | 2 | 2
COc1ccc(-c2csc(N(CCc3ccc(OC)c(OC)c3)C(=O)COc3ccccc3)n2)cc1 | 1% | -15% | 4 | 36
CC(Oc1ccc(C(C)(C)C)cc1)c1ccnc2nc(/N=C/N(C)C)nn12 (stereo not given) | -2% | 8% | 5 | 0

(continued)
SMILES | 12-hLO inh | ALOX15B inhib | IMPase cell inh | PNC inhibitor
Cc1c(NC(=O)Oc2ccccc2)sc(=S)n1C | 5% | -27% | 4 | 40
CC(C)C(c1nnnn1Cc1ccco1)N1CCC(C(N)=O)CC1 (stereo not given) | 2% | nt | 7 | 1
CCCCc1nnc(NC(=O)CS(=O)(=O)Cc2ccccc2)s1 | 2% | -9% | 0 | 7
COC(=O)C(C(=O)OC)=C(/C=C/N(C)C)N(C)C | 1% | 2% | ? | ?
Cc1ccc(C(=O)/C=C2\NCCNC2=O)cc1 | -8% | nt | 15 | -12
COc1ccc(NC(=O)c2nnn(Cc3ccc(SC)cc3)c2N)c(OC)c1 | -7% | 3% | 1 | ?
O=C(NN/C(=N/S(=O)(=O)c1ccc(Cl)cc1)c1ccccc1)c1ccc(O)cc1 | -5% | nt | nt | 8
Cc1ccc(/C=c2\s/c(=C(/C#N)C(=O)N3CCCC3)n(Cc3ccco3)c2=O)s1 | -28% | ? | 7 | -90*
O=C(c1cc(S(=O)(=O)N2CCCCC2)ccc1F)N1CCCCC1 | -1% | 5% | 4 | -24
COc1ccc(CN(C(=O)c2oc3ccccc3c2C)C2CCS(=O)(=O)C2)cc1OC (stereo not given) | -6% | 3% | 19 | ?
O=C1CSC(c2cn(-c3ccccc3)nc2-c2cc3ccccc3oc2=O)N1Cc1ccco1 (stereo not given) | -2% | -23% | 6 | -19
Cc1cc(C)n2nc(S(=O)(=O)NC3CCCCC3)nc2n1 | 1% | -3% | 6 | ?
O=C(O)CCc1nc(-c2ccccc2)no1 | -1% | 6% | 4 | 19
CCCC(=O)Nc1ccc(N2CCN(C(=O)c3cccs3)CC2)cc1 | -1% | -1% | -2 | -18
CCCCOc1ccccc1NC(=O)CSc1nnnn1C(C)(C)C | -6% | -8% | 5 | -4
COc1ccc(C2C(C#N)=C(N)Oc3c2oc(CO)cc3=O)c(OC)c1OC (stereo not given) | -10% | -6% | 1 | 22
CC1(c2ccc(OCC#N)cc2)C=C(c2ccc(OCC#N)cc2)n2nc(C(F)(F)F)nc2N1 (stereo not given) | -4% | nt | nt | 47
COc1cc(NC(=O)c2cccc([N+](=O)[O-])c2C)ccc1NC(=O)c1ccco1 | -3% | nt | nt | ?
COC(=O)c1c(-c2cc(OC)c(OC)c(OC)c2)c2ccc(OCc3ccccn3)cc2c(=O)n1-c1ccc(N)cc1 | ? | -11% | 9 | nt
CN1c2ccsc2C(O)=C(C(=S)Nc2ccc(F)c(Cl)c2)S1(=O)=O | -16% | ? | -4 | -17
O=C(Nc1cc(Cl)ccc1N1CCCCC1)c1cccs1 | 3% | 8% | 6 | -88*
COc1ccc(-c2cc(C(F)(F)F)nc(SCc3cccc(C(=O)O)c3)n2)cc1 | -18% | -20% | 5 | ?
CCOc1nc(NC(C)C)nc(NC(C)C)n1 | 1% | 14% | -20 | 11
COC(=O)COc1ccc2c(=O)c(Oc3ccccc3)c(C)oc2c1 | -4% | 9% | 12 | 37
CCOC(=O)c1cnn(-c2cc(C)nc3c(-c4ccccc4)c(C)nn23)c1N | 1% | -2% | 5 | ?

Remaining list, next part:
SMILES | 12-hLO inh | ALOX15B inhib | IMPase cell inh | PNC inhibitor
COc1ccc(C)cc1NS(=O)(=O)c1cn(C)c(=O)n(C)c1=O | 2% | 3% | -2 | ?
COc1ccccc1NC(=O)Nc1c(C)n(C)n(-c2ccccc2)c1=O | 10% | 3% | -1 | ?
COc1ccccc1CC(=O)Nc1ccc(O)cc1C(=O)O | -1% | -5% | -2 | -11
O=C(CSc1ccccc1C(=O)O)NC1CCCCCCC1 | -6% | -3% | -1 | -20
C/C=C/c1ccc(OCCCN2C(=O)NC(C)(C)C2=O)c(OC)c1 | -4% | -8% | 6 | -125*
CCOC(=O)c1c(-c2ccccc2)csc1NC(=O)c1cccc(N2C(=O)CCC2=O)c1 | 3% | -12% | -1 | ?
COC(=O)[C@H](Cc1ccccc1)NC(=O)NCCC1=CCCCC1 | 4% | 7% | -1 | -10
NS(=O)(=O)c1ccc(CCNC(=O)[C@@H]2CCCN2S(=O)(=O)c2ccccc2F)cc1 | -3% | -5% | 2 | -18
O=C(Nc1nccs1)C1CCN(S(=O)(=O)c2cnc[nH]2)CC1 | -1% | 0% | -3 | -1
CCC(C)NS(=O)(=O)c1ccc(S(=O)(=O)N(CC(=O)Nc2ccccc2)CC2CCCO2)cc1 (stereo not given) | -1% | -6% | -1 | -7
COc1ccc(C2=NOC3(CC(=O)N(c4ccc(C)cc4)C3=O)C2)c(OC)c1 (stereo not given) | -17% | 4% | 12 | 48
COc1ccc(-c2nc(N)n(C(=O)c3ccc(C)cc3)n2)cc1 | -1% | nt | nt | -24
COc1cc(NC(=O)CCn2c(=O)[nH]c3ccsc3c2=O)cc(OC)c1 | -5% | nt | nt | 1
Cc1cc(N(CC(=O)NC2CC2)S(C)(=O)=O)ccc1Br | 4% | nt | nt | 13
CC(=O)NC1=NC(=O)C(C)S1 (stereo not given) | 4% | 1% | 7 | 2
CCN(CC)CCN1CCn2c3c(c4cc(C)ccc42)CCCC31 (stereo not given) | -6% | nt | nt | -25
CCN(CC)S(=O)(=O)c1ccc(C)c(NC(=O)COc2ccc(Br)cc2Cl)c1 | 0% | nt | 1 | 24
CCOC(=O)c1[nH]c(C)c(CCC(=O)O)c1C | 2%&-1% | -4%&0% | 0&-2 | ?
O=c1cc(NS(=O)(=O)c2ccccc2)nc(SCc2ccc(Cl)cc2)[nH]1 | -2% | nt | 0 | 123
Cc1cc(NC(=O)CCC(=O)N(CC(=O)NCC2CCCO2)c2ccccc2C)no1 (stereo not given) | 2% | nt | ? | 295
COc1ccc(C(=O)NNC(=O)c2ccncc2)cc1 | -2% | nt | -1 | 39
CC1C2C(c3ccccc3)N(C)C(=O)N(C)C2N(C)C(=O)N1C (stereo not given) | -1% | 0% | 1 | ?
O=C(O)CCC(=O)Nc1cccc(C(=O)Nc2cccc(Cl)c2)c1 | 6% | nt | 6 | ?
CCN(CC)c1ccc(NC(=O)c2cccc(F)c2)c(C)c1 | 5% | -3% | 14 | 64
CC1CC2=C(C(=O)O1)C(C)Nc1ccccc1N2 (stereo not given) | 0% | nt | nt | 5

(more compounds)
SMILES | 12-hLO inh | ALOX15B inhib | IMPase cell inh | PNC inhibitor
Cc1ccc(Cn2nnnc2CN2CCC(c3nc4ccc(Cl)cc4[nH]3)CC2)cc1 | -2% | 34%[activator] | 4 | ?
Cc1cccc(COCC(Cc2ccccc2)N2CCN(C(=O)c3cccc(C)c3)CCC2=O)c1 (stereo not given) | -1% | nt | nt | ?
O=C(CSCc1cccs1)N1CCCC1 | 7% | -1% | -3 | ?
CC(=O)c1cnc2c(-c3ccc(Cl)cc3)c(C)nn2c1C | 15% | nt | 6 | 8
C=CCn1cnc2c(c1=O)c1nc3ccccc3nc1n2/N=C/c1cccc(OC)c1 | -5% | ? | 0 | 8
Cc1ccccc1N=C(NOCc1ccc(Cl)cc1Cl)c1nonc1N | -14% | 3% | 16 | 6
CC1(c2ccccc2)CC2CC(c3ccccc3)N1O2 (stereo not given) | 3% | 0% | 5 | ?
CC(Oc1ccc(F)cc1)C(=O)NN (stereo not given) | -3% | nt | nt | 22
O=C(CN1CCCC1)N/N=C/c1ccc(-c2cccc(Cl)c2)o1 | -1% | 46%[activator] | 2 | 59
O=C1CN(C(=O)COc2ccccc2F)c2ccccc2N1 | 2% | nt | nt | 30

Three of these compounds, reformatted.
Screens in order – 12-hLO inh	ALOX15B inhib	IMPase cell inh	PNC inhibitor
- O=C(CN1CCCC1)N/N=C/c1ccc(-c2cccc(Cl)c2)o1
→ -1%	46%[activator]	2	59
- C=CCn1cnc2c(c1=O)c1nc3ccccc3nc1n2/N=C/c1cccc(OC)c1
→ -5%	?	0	8
- O=C1CN(C(=O)COc2ccccc2F)c2ccccc2N1
→ 2%	nt	nt	30
